Screening data: PubChem, several laboratories
FadD28 binding – inhibitors of Mycobacterium tuberculosis FadD28 bisubstrate binding; FadD28 bisubstrate probe binding, fluorescence polarization; inhibition, % at 12.5 µM; hit rate 0.22% among 360,000; AID 588549; in the data active = inhibition above about 8.5%, passing the limit was not always enough; inconclusive = no clear call, values can overlap the other calls
Mtb UGM inh – blocks M. tuberculosis UGM enzyme | inhibition, % at 10 µM | purified UGM, fluorescence polarization probe displacement | P9WIQ1 | hit rate 0.06% among 320,000 | AID 504406; in the data active = inhibition above about 10%, passing the limit was not always enough; inconclusive = no clear call, values can overlap the other calls
MazEF act – increases E. coli MazEF RNase cleavage of RNA. hit rate 0.32% among 350,000. P0AE70. FAM/BHQ RNA-DNA oligo cleavage fluorescence, 5 h. activation, % at 20 µM; in the data active = activation above about 50%
Target sequence (P0AE70 whole entry, looked up): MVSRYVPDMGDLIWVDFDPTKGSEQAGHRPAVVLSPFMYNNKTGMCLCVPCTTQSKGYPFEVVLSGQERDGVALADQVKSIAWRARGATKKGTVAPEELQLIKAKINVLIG
GDH-TPI counter – counter-screen for M. tuberculosis FBA inhibitors: GDH-TPI coupled enzymes; inhibition, % at 4.8 µM; hit rate 1.2% among 360,000; GDH-TPI coupled enzyme counterscreen, NADH absorbance; AID 588335;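 note: 0% = DMSO wells and 100% = wells lacking the enzyme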
BoNT-F LC inh – inhibitors of Botulinum neurotoxin F light chain protease; AID 588497; Multiplex microsphere protease cleavage assay, flow cytometry; hit rate 0.22% among 360,000; inhibition, % at 10 µM; in the data active = inhibition above about 35%, passing the limit was not always enough; inconclusive = no clear call, values can overlap the other calls; note: plate controls were buffer without enzyme for full effect and enzyme alone for no effect
DUSP3 inh – DUSP3 (human) phosphatase inhibition; P51452; recombinant VHR phosphatase, pNPP absorbance; inhibition, % at 13.3 µM; hit rate 0.52% among 290,000; AID 1654; in the data active = inhibition above about 50%; note: some compounds called inactive have numbers as strong as hits
Target sequence (P51452 whole entry, looked up): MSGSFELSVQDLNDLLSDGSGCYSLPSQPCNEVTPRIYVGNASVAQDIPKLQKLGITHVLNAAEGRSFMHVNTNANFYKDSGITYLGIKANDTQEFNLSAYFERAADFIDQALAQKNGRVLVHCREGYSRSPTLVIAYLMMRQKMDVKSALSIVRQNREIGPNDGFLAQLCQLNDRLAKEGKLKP
Mtb BioA inh – blocks M. tuberculosis BioA enzyme activity; purified M. tuberculosis BioA enzyme, plate reader; hit rate 0.096% among 360,000; AID 602481; inhibition, % at 9.99 µM; in the data active = inhibition above about 40%; inconclusive = no clear call, values can overlap the other calls
FBA Mtb inh – inhibits M. tuberculosis FBA enzyme. inhibition, % at 1 µM. AID 588726. purified M. tuberculosis FBA, fluorescence read-out. hit rate 2.3% among 360,000; in the data active = inhibition above about 27%;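 note: 0% = vehicle and 100% = reference inhibitor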
CCHFV vOTU inh – blocks the CCHF virus ovarian tumor domain protease; CCHFV vOTU protease, Pep-AMC fluorescence; hit rate 0.55% among 370,000; inhibition, % at 11.5 µM; AID 651958; note: 0% = vehicle wells with enzyme and 100% = no enzyme wells
Rv3671c protease – Rv3671c (M. tuberculosis) protease inhibition; inhibition, % at 5.96 µM; hit rate 0.048% among 320,000; in the data active = inhibition above about 38%;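 note: extracellular domain of Rv3671c used as enzyme; 0% = enzyme with DMSO and 100% = no enzyme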
Target sequence (P9WHR9 whole entry, looked up, the tested form may be a part): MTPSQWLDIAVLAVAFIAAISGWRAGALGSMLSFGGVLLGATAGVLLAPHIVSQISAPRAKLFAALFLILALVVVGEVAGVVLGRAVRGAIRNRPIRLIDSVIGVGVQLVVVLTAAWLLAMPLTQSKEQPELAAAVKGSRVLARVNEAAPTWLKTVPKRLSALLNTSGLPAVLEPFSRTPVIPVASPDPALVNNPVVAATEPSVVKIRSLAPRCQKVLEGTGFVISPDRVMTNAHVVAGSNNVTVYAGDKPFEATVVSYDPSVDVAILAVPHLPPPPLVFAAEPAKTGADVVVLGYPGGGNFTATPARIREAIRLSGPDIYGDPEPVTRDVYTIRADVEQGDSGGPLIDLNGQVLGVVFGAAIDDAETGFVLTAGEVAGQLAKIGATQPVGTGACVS
Numbers without * were called inactive; ? = inconclusive; / = no result given; & = joins results of further samples. Cut-off read from the data, not from the text of the source, unless noted: active = inhibition above about 30%; inactive = the rest.

SMILES	BoNT-F LC inh	Mtb BioA inh	Rv3671c protease	FBA Mtb inh	DUSP3 inh	FadD28 binding	GDH-TPI counter	Mtb UGM inh	MazEF act	CCHFV vOTU inh
CC1CCN(C(=O)Cn2c(=O)oc3ccccc32)CC1	16	0.4	-1	2	-1	-0.9	4	-1.2	-4	-6
O=C(Nc1ccccc1)c1cc(C2COCCN2C(=O)c2ccccn2)on1 (centres undefined)	6	0.2	/	4	/	-0.8	13	/	/	4
Cc1ccc(-c2ccc(CCC(=O)O)n2Cc2ccco2)cc1	-2	1.2	4	4	10	5.2	18	1.5	5	6
COc1cc(-c2cc3nc(NCc4cccc(Cl)c4)ccn3n2)cc(OC)c1OC	0	0.2	/	15	/	-9.2	3	/	/	5
CC/C(=N\Nc1ccccc1)c1c(O)n(-c2ccccc2)c(=O)[nH]c1=O	?	1.7	6	3	24	1.3	1	-2.6	6	-2
CCNC(=O)CSc1nc2cc([N+](=O)[O-])ccc2n1-c1cccc(C(F)(F)F)c1	-2	0.6	-9	-1	8	0.4	13	0.6	-2	20
COc1ccc(OC)c(NC(=O)c2cc3oc4ccccc4c3cc2O)c1	-4	-2.9	7	21	2	-1.3	5	0.2	-10	-4
Cc1ccc(C(=O)CCC2CCCCC2=O)cc1 (centres undefined)	0	0.9	3	-3	-10	-1.8	-3	-1.5	0	-3
Cc1c(NC(=O)CN2CCCC(C)C2)ccc2nsnc12 (centres undefined)	-3	1.3	-1	1	18	-3.1	3	0.1	-8	3
COc1ccc(NC(=O)CN2C(=O)S/C(=C/c3cccn3-c3ccc(C(=O)O)cc3)C2=O)cc1	-5	0.5	/	1	57*	-0.3	9	0.9	/	12
CC(=O)Nc1nnc([N+](=O)[O-])s1	-1	-0.7	/	-2	/	-1.7	5	/	2	9
O=C1CN(C(=O)CSc2ccccn2)c2ccccc2N1	-8	0.1	1	-4	/	-3.0	5	-0.3	-2	1
COc1ccc(O)c(/C=N/N2CCCCC2)c1	-39	10	-7	1	48	-1.8	-1	0.8	9	12
COc1ccc(-c2nc(N)n(S(=O)(=O)c3ccc(C)cc3)n2)cc1	1	/	-4	3	15	-1.8	3	-0.2	-5	-3
CC(C)C(c1nnnn1C1CCCCC1)N1CCN(C(=O)c2ccco2)CC1 (centres undefined)	4	-0.4	0	0	22	-1.7	5	-1.9	8	1
O=C(Nc1ccccc1)c1cc2ccccc2[nH]1	-3	-0.2	-15	1	7	-0.9	5	1.0	-9	-11
COc1ccc(/C=C2\C(=O)ON=C2c2cccc([N+](=O)[O-])c2)cc1	/	/	5	/	11	/	/	1.7	/	16
COCCn1nnnc1CN(CCc1ccccc1)Cc1cc2cc(OC)ccc2[nH]c1=O	7	/	-3	15	/	-1.4	13	1.7	6	-21
O=C(NCC1CC1)C1(C(F)(F)F)CC(CCc2ccccc2)CCCO1 (centres undefined)	0	1.3	4	-1	/	-0.6	-6	1.2	-2	20
CC(C)C(=O)NCCc1nc(-c2ccccc2Cl)no1	-3	-0.8	-4	1	/	-0.9	2	-0.6	-5	-5
COc1ccc(CCC(=O)Nc2ccc(Br)cn2)cc1	-4	-0.1	-3	-5	14	-3.8	3	-0.7	4	-8
O=C(COc1ccc([N+](=O)[O-])cc1)NNC(=O)Nc1ccccc1F	6	-1.2	9	2	6	5.1	-2	4.6	-3	14
COc1ccc(C=C(C(=O)c2ccccc2)C(=O)c2ccccc2)cc1	-11	/	/	1	/	-1.9	/	/	/	12
Cc1ccc(NC(=S)NNC(=O)c2cccc([N+](=O)[O-])c2)cc1Cl	?	/	10	2	18	-0.1	5	1.2	0	9
Nc1nc(SCc2ccc(Br)cc2)[nH]c(=O)c1-c1ccccc1	-4	-0.2	8	6	7	-0.5	1	-0.8	-10	0
Cc1ccc(-n2c(N)c(C(=O)N3CCN(C)CC3)sc2=S)cc1	-2	-0.2	5	1	/	-3.5	6	0.5	7	1
CCc1ccc(Nc2nnc(SCC(=O)NCCN3C(=O)CSC3=O)s2)cc1	-2	/	-1	1	1	-2.1	12	-2.4	0	-2
COc1ccc(N2CCN(C(=O)COC(=O)c3ccc(-n4nc(C)cc4C)cc3)CC2)cc1	-1	-1.4	4	4	/	-0.8	1	0.5	3	-2
Cc1ccccc1Nc1nc(N)nc(COC(=O)c2ccc([N+](=O)[O-])o2)n1	-8	-1.1	-16	-3	/	-3.9	1	0.2	10	4
Cc1nn(Cc2ccc(F)cc2)c(C)c1NC(=O)c1noc2c1CCc1ccccc1-2	0	1.1	-1	-1	15	-4.2	3	-0.5	-2	7

Among those listed so far, these contain two or more sulfur atoms.
SMILES	BoNT-F LC inh	Mtb BioA inh	Rv3671c protease	FBA Mtb inh	DUSP3 inh	FadD28 binding	GDH-TPI counter	Mtb UGM inh	MazEF act	CCHFV vOTU inh
Cc1ccc(-n2c(N)c(C(=O)N3CCN(C)CC3)sc2=S)cc1	-2	-0.2	5	1	/	-3.5	6	0.5	7	1
CCc1ccc(Nc2nnc(SCC(=O)NCCN3C(=O)CSC3=O)s2)cc1	-2	/	-1	1	1	-2.1	12	-2.4	0	-2

Further results follow.
SMILES	BoNT-F LC inh	Mtb BioA inh	Rv3671c protease	FBA Mtb inh	DUSP3 inh	FadD28 binding	GDH-TPI counter	Mtb UGM inh	MazEF act	CCHFV vOTU inh
Cc1cc(=O)[nH]c(N/N=C/c2ccc(C)o2)n1	11	/	-6	-1	17	-3.9	17	-1.3	-2	1
N#C/C(C(=O)N1CCCCC1)=C1/N=C(NC(=O)c2ccc(F)cc2)c2ccccc21	0	2.8	1	-2	13	-3.7	-2	-1.1	-18	-8
CCOc1ccc(N=c2oc3cc(O)ccc3cc2C(=O)NCC2CCCO2)cc1 (centres undefined)	5	-18	3	56*	10	-1.7	2	0.8	-1	-67
COc1ccc(N2CCN(CCNC(=O)c3nnc(Cc4c(F)cccc4Cl)o3)CC2)cc1	-3	-1.7	3	-1	4	0.3	5	-1.6	-2	-4
NC(=S)Nc1cccc2cnccc12	4	/	4	-2	6	0.2	8	-2.9	3	1
Cc1ccccc1-n1ncc2c1CC(C)(C)CC2NC(=O)CSc1ccncc1 (centres undefined)	3	-2.1	-6	4	14	-1.8	1	0.5	6	0
Cn1c(COc2ccc(Br)cc2)nnc1SC1CCc2ccccc2C1=O (centres undefined)	-1	1.5	5	3	-2	-1.4	3	-1.4	4	13
Cc1nn(C)cc1CNC(=O)c1cccc(F)c1	1	/	6	-1	2	-3.6	-3	1.1	1	2
CCN(CC)C1Oc2cc3c(cc2C(c2cc(OC)c(O)c(OC)c2)C1C)OCO3 (centres undefined)	-7	/	/	-1	/	-3.0	8	/	10	6
COc1cccc(CSc2nnc(-c3ccco3)n2C)c1	-4	2.2	7	1	7	-1.1	-2	0.9	3	-2
CCC(C)(C)n1nnnc1C(c1cc2cc(C)ccc2[nH]c1=O)N1CCCC1 (centres undefined)	6	-1.6	-3	3	10	-4.2	13	-3.3	-15	-3
Cc1cc(N2CCN(C)CC2)n2nc(-c3ccc(Cl)cc3)nc2n1	9	/	-10	0	15	-2.2	7	1.1	8	19
CC[C@@H](C)[C@@H](CO)NC(=O)[C@H]1O[C@@H](n2cnc3c(N)ncnc32)[C@H](O)[C@@H]1O	-3	0.7	/	-1	/	-2.6	/	/	/	-6
CCOC(=O)C1=C(C)NC(=O)NC1c1ccc(F)cc1 (centres undefined)	0	/	-5	-6	43	-3.8	-5	-0.4	10	1
O=C(N/N=C/c1ccc(F)cc1)c1cc[n+]([O-])cc1	13	/	6	-3	17	-1.0	12	1.2	6	4
Cc1c[n+]([O-])n(-c2ccc(C(=O)O)cc2)n1	0	1.1	-6	0	-6	-0.5	10	/	4	4
C[C@H](CO)N1C[C@H](C)[C@@H](CN(C)C(=O)Nc2ccccc2)Oc2cc(Br)ccc2S1(=O)=O	-1	-0.1&3.3	/	-2	/	-1.6	11	/	-4	-1
CCOC(=O)c1c(S(=O)(=O)Nc2ccc(CN3CCC(C)CC3)cc2)c(C)n(C)c1C	-2	-1.0	1	1	-22	-1.4	8	1.3	12	6
COC(=O)c1nc(-c2ccccc2)oc1N1CCOCC1	-2	/	-5	146*	9	-3.3	1	0.4	0	-14
CC(=O)c1ccc(NC(=O)c2ccc(S(=O)(=O)N3CCCC3)cc2)cc1	-3	3.4	7	-2	0	0.2	12	0.3	4	1
NNC(=O)c1sccc1OCc1ccc(Cl)cc1Cl	19	/	-12	-6	24	-5.2	-4	-1.8	10	12
CC1(OC(=O)c2cccs2)C(=O)C=C2C=C3CCCN3C=C2C1=O (centres undefined)	-8	2.0	-22	-6	11	2.8	12	1.8	10	/
Cn1cc([N+](=O)[O-])c(C(=O)Nc2sc3c(c2C#N)CCC3)n1	-2	-1.0	5	-3	-9	-3.5	17	-1.0	11	27
O=C(Nc1ccc(Cl)cc1)N1CCSc2ccccc21	-1	0.1	2	1	-8	-1.2	13	1.8	0	0
COc1cc2ccccc2cc1C(=O)Nc1ccccc1C	-10	-2.8	/	3	1	0.5	7	3.4	-3	6
CC1CCCCC1NC(=O)Cn1cnc2ccccc2c1=O (centres undefined)	2	0.8	-5	4	32	-1.8	11	-1.2	3	6
COc1ccc(CCN(C(=O)COc2ccccc2)c2nc(-c3ccccc3)cs2)cc1OC	7	-0.8	-16	2	10	-1.0	8	-1.1	-10	19
N#Cc1ccccc1NC(=O)CN1CCN(Cc2ccccc2)CC1	46*	-1.0	-3	4	30	-0.4	4	-1.1	-1	5
O=C(N/N=C/C(Br)=C/c1ccccc1)c1cccnc1	/	?	-4	1	14	-2.8	25	-2.8	8	-4
N=C1C(c2nc3ccccc3s2)=C(O)CN1c1ccccc1	2	/	6	2	2	-0.7	14	-1.4	8	-8
CC1=C(C(=O)NCc2ccc(Cl)cc2)C2(CCC(C)CC2)OC1=O (centres undefined)	-2	-1.3	3	-2	12	-2.1	-12	-1.1	3	11
Cc1cc(=O)oc2c3c(cc(OCC(=O)NCCN4CCOCC4)c12)OC(C)(C)CC3	-1	2.0	4	191*	16	-1.6	17	0.8	-9	-189

Rows were taken by chance; overall some 4.9% were active at least once.
